EBNA-1 inh = blocks EBNA-1 binding to DNA; EBNA-1 DNA binding, fluorescence polarization; inhibition, % at 14.8 µM; hit rate 0.34% among 300,000; in the data active = inhibition above about 28%
CR mimetic SO = lowers age-related superoxide in aged yeast cells | hit rate 0.18% among 330,000 | AID 2690 | S. cerevisiae aged cells, superoxide DHE fluorescence; hits give low values | superoxide response (% of plate mean), % at 10 µM;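 active = superoxide response under a set limit, about three screen SD below normal, cut at about 65% in these data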;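 note: yeast aged for seven days with compound at 30 °C before DHE staining; 100% = average MFI of all compound-treated wells on the plate with controls excluded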
ZTA DNA inh = ZTA (EBV) inhibition in EBNA-1 counter-screen | P03206 | ZTA-DNA binding, fluorescence polarization | inhibition, % at 11 µM | hit rate 0.15% among 320,000 | AID 2234; in the data active = inhibition above about 33%
core dimer inh = HCV core protein dimerization inhibition; inhibition, % at 5 µM; hit rate 0.33% among 300,000; TR-FRET GST/Flag-core106 dimerization, 1536-well; AID 1899;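 active = inhibition above the mean of all tested compounds plus 3 SD, set per screening campaign, cut at about 45% in these data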
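System – GST-tagged and Flag-tagged HCV core protein residues 1-106 · Repeats – one well for each compound · Technique – TR-FRET 671 and 617 nm emission · Doses – one concentration, 5 µM, in 0.5% DMSO · Times – 4 h, 22.5 °C incubation · Also added – Eu donor and XL665 acceptor anti-tag antibodies · Measure – percent inhibition of core106 dimerization signal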
PP1 inh = blocks human PP1-alpha phosphatase, a PP5 counter-screen; P62136; purified PP1alpha, OMFP fluorescence; inhibition, % at 6.7 µM; hit rate 0.9% among 320,000; AID 2235;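 active = inhibition above the mean inhibition of all tested compounds plus 3 SD, computed separately for each screening campaign, cut at about 15% in these data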
TPT1 inhibitor = blocks Candida albicans tRNA 2'-phosphotransferase. recombinant caTPT1, FP RNA substrate dephosphorylation. hit rate 0.81% among 300,000. inhibition, % at 5 µM. AID 1962;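 active = inhibition above the mean of all tested compounds plus 3 SD, set per screening campaign, cut at about 24% in these data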;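 note: plate controls were DMSO alone for no effect and ferristatin control at 100 nM for full effect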
PP5 primary = blocks human protein phosphatase 5 activity; AID 1987; purified PP5c, OMFP substrate fluorescence; hit rate 0.18% among 320,000; inhibition, % at 6.7 µM;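 active = inhibition above the campaign's mean inhibition across all tested compounds plus 3 SD, cut at about 9.5% in these data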;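 note: 0% = DMSO only and 100% = 100 µM cantharidin control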
Target sequence (P53041 whole entry, looked up): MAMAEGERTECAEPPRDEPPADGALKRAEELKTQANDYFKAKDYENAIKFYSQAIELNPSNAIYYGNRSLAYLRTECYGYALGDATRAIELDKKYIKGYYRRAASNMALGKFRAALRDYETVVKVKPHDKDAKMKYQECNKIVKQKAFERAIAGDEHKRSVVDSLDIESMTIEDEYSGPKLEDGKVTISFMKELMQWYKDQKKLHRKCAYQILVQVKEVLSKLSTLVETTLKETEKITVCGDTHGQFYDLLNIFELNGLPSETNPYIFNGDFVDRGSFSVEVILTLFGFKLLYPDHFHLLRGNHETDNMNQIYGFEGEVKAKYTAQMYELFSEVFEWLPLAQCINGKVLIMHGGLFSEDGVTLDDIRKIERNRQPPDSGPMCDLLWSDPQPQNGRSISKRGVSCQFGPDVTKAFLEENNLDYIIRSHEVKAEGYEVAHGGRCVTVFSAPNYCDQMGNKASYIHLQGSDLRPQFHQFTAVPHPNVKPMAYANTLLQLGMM
CTSL1 counter = counter-screen for PFM18AAP inhibitors: inhibitors of F. hepatica cathepsin L1 | recombinant F. hepatica cathepsin L1, Z-Leu-Arg-MCA fluorescence | inhibition, % at 5.96 µM | hit rate 0.49% among 300,000 | AID 1906;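 active = inhibition above the mean of all tested compounds plus 3 SD, set per screening campaign, cut at about 17% in these data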;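 note: 0% = plate median of test compound wells and 100% = 1 µM Z-Phe-Ala-diazomethylketone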
GASC-1 inh = human JMJD2C demethylase inhibition; hit rate 0.069% among 330,000; AID 2099; inhibition, % at 2.35 µM; GST-JMJD2C(1-420) H3K9me3 demethylation, DELFIA europium; Q9H3R0;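 active = more than half of a compound's replicate wells show inhibition beyond 50%, single wells judged on their own value; inconclusive = some, but no more than half, of replicates pass 50% inhibition; inactive = no replicate passes 50% inhibition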;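 note: signal counts dimethyl H3K9 product captured on neutravidin plate; 0% = median of DMSO wells and 100% = 0.3 times that DMSO median; strong numbers were not always called active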
Target sequence (Q9H3R0 1-420 limits assumed): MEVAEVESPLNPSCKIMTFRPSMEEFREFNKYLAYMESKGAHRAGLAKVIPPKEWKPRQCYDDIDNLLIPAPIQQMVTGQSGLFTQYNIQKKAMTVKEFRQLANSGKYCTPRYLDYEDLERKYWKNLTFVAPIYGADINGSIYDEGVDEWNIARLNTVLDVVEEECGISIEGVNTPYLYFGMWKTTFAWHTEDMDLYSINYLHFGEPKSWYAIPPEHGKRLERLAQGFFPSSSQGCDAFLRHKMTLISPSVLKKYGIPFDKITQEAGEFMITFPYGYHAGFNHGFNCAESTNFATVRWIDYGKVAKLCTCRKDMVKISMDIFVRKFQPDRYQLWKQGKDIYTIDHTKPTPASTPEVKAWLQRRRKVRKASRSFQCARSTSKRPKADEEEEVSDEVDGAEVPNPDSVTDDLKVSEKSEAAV
* hit, by the source's call; i = inactive; ? = inconclusive; nt = not tested or not shown.

SMILES	EBNA-1 inh	CR mimetic SO	ZTA DNA inh	core dimer inh	PP1 inh	TPT1 inhibitor	PP5 primary	CTSL1 counter	GASC-1 inh
CCCCCn1cc(C(=O)C(=O)N2CCOCC2)c2ccccc21	1	100	-12	2	-2	2	-1.4	3	-6
CCOc1nc(NC(C)C)nc(N2CC3CC(C2)c2cccc(=O)n2C3)n1 (stereo unspecified)	16	73	7	0	-3	2	-0.2	1	2
CCN(CC)CCCOC(=O)C(OC)(c1ccccc1)c1ccccc1	7	95	4	-4	-2	-2	-0.9	-1	-5
COc1ccc(-n2c(Cc3ccccc3)nc3ccccc3c2=O)cc1	-1	92	7	1	-1	-4	-1.5	1	-14
C=CCn1c(O)c(N=Nc2c(C)n(C)n(-c3ccccc3)c2=O)c(=O)[nH]c1=S	-5	91	6	-6	3	10	1.5	2	-19
CCC(=NCc1ccco1)c1c(O)n(-c2ccc(OC)cc2)c(=O)[nH]c1=O	13	102	9	0	0	0	1.6	-1	13
COC(=O)CC1(Cc2ccccc2)C(=O)NC(=O)NC1=O	-11	94	-2	1	-1	0	4.2	0	19
O=C(COC(=O)c1cccc(O)c1)Nc1ccc(Cl)cc1C(=O)c1ccccc1	5	100	-3	4	-1	-6	5.1	2	0
CN(C)C(=O)Oc1ccc2c(c1)O/C(=C\c1cccc(Cl)c1)C2=O	4	105	8	2	-2	0	1.7	4	-7
O=c1[nH]c(=S)n(CCC2=CCCCC2)c(O)c1/C=N/Nc1ccccc1	5	104	-2	5	7	19	3.6	-2	30
O=[N+]([O-])c1ccc(NC2CCN(Cc3ccccc3)CC2)c2ccncc12	14	103	1	-5	-3	3	0.3	2	-4
NC(=O)c1ccc(N=Nc2c(O)[nH]c(=O)[nH]c2=O)cc1	-3	88	-20	-1	-3	1	0.8	0	6
CCC(=O)Nc1cc(C(=O)N2CCC3(CC2)OCCO3)ccc1S(=O)(=O)c1ccc(C)cc1	-4	105	-5	4	0	-4	2.4	5	9
Nc1ccc(Br)cc1C(=O)c1ccccc1	-6	91	-1	-9	2	2	1.9	1	-4
O=c1[nH]oc2c1CCNC2	4	89	1	6	-1	2	0.4	-2	nt
CC(C)CCNC(=O)c1cc(C(=O)c2cc(Br)ccc2O)cn(CCC(C)C)c1=O	0	99	2	11	-2	4	2.4	-2	4
O=C(CCc1nnc2ccc(NCc3ccccc3Cl)nn12)N1CCC2(CC1)OCCO2	8	95	1	2	-2	1	1.5	0	5
C#CCOC(=O)C1=CCCN(C)C1	3	101	-4	14	0	0	2.7	2	nt
Cc1ccc(OP(=O)(O)Oc2ccc(C)cc2)cc1	-28	96	2	5	1	3	2.6	0	3
COc1ccc(C(=O)C2CCCN(Cc3ccon3)C2)cc1OC (stereo unspecified)	16	86	-1	6	-2	2	1.7	1	3
Oc1ccc(Br)cc1CN1CCN(c2ccccc2)CC1	2	100	6	-2	-2	-2	0.8	3	nt
CC(=O)NC1CC2CCC(C1)N2 (stereo unspecified)	-8	144	0	-1	-7	0	0.6	-1	0
COc1ccc(-n2c(-c3ccc(C)cc3)nc3ccccc3c2=O)cc1	-5	98	-11	0	1	-5	2.1	3	-6
CN(C)c1ccc(C2C3C=CC(C3)C2(C#N)C(=O)O)c(Br)c1 (stereo unspecified)	1	94	2	-2	2	-3	0.5	1	-3
OC1(c2cccnc2)CC2CCC(C1)N2Cc1nnnn1Cc1ccccc1 (stereo unspecified)	-5	106	0	-5	2	-1	2.4	1	7

The listing continues:
SMILES	EBNA-1 inh	CR mimetic SO	ZTA DNA inh	core dimer inh	PP1 inh	TPT1 inhibitor	PP5 primary	CTSL1 counter	GASC-1 inh
O=C1NC(=O)C(=Cc2ccc3c(c2)OCO3)C(=O)N1	3	98	-3	-3	0	2	1.5	1	3
CSc1ncc(/C=C2/C(=O)NC(=O)N(c3ccc(C(C)C)cc3)C2=O)cn1	-1	108	-2	-2	3	6	-0.3	-6	-23
O=C1NC(=O)C2(Cc3ccccc3N3CCCC32)C(=O)N1c1cccc(Cl)c1 (stereo unspecified)	2	94	-6	2	2	5	0.0	1	?
COc1ccc(-n2c(CNCCc3ccc(C)cc3)nc3ccccc3c2=O)cc1	-1	83	-4	6	-1	0	2.2	0	0
C#CCN1C(=O)C2(C(C#N)=C(N)OC(C)=C2C(=O)OCc2ccccc2)c2ccccc21 (stereo unspecified)	5	87	-10	1	0	0	0.8	4	-10
Cc1ccc(/C=C2/Sc3ccc(C(=O)N4CCC5(CC4)OCCO5)cc3NC2=O)cc1	4	108	10	-3	1	-15	-1.0	6	3
CN1CC(C(=O)c2cccs2)C(c2ccc(Cl)cc2)C1 (stereo unspecified)	9	76	1	-1	-1	-1	-0.8	3	-21
O=C(COc1ccccc1)N1CCN(CC2CC=CCC2)CC1 (stereo unspecified)	-12	94	-7	-2	-1	-2	2.1	2	4
Fc1ccccc1CCNCc1cccc(Cl)c1Cl	1	i	-22	-3	3	-3	4.0	0	-8
O=S(=O)(c1ccc(Cl)cc1)N1CN2CCN(C2)C1	8	85	3	-4	1	-4	-2.9	1	1
CCC(C)n1c(O)c(/C=N/NC(=O)c2ccncc2)c(=O)[nH]c1=S (stereo unspecified)	-7	103	-4	-5	0	5	-1.4	0	26
CC(Cc1ccccc1Sc1ccccc1O)N(C)C (stereo unspecified)	4	105	1	-6	-1	-1	1.0	6	91
Cc1nc2ccccc2c(=O)n1-c1cc([N+](=O)[O-])cc([N+](=O)[O-])c1	2	102	-3	-9	-9	1	-3.1	4	-5
O=C(Nc1ccc2ccccc2c1)c1nn(C23CC4CC(CC(C4)C2)C3)cc1Br	8	99	7	7	1	-2	2.3	3	0
N#Cc1ccc(NC(=O)CN2C(=O)NC3(CCCC3)C2=O)cc1Cl	-12	117	3	-6	0	0	2.2	0	-1
COc1cccc(NC(=O)CN2CC(c3ccccc3)CC2=O)c1 (stereo unspecified)	-4	101	5	4	-4	-3	-1.0	-1	-5
C/C(=N\Nc1cccc2ccccc12)c1c(O)n(Cc2ccccc2)c(=O)[nH]c1=O	-23	115	-15	37	4	20	-0.4	-6	-1
O=C1NC(=O)C2(Cc3ccccc3N3CCCC32)C(=O)N1 (stereo unspecified)	17	92	8	1	-1	-8	-1.5	8	7
Cn1c(=O)cc(SCC(=O)N2CCC3(CC2)OCCO3)c2ccccc21	-4	96	-3	-2	3	0	0.2	3	-8
Cc1ccc(CNC2=NCCS2)cc1	-18	111	-10	-6	-7	1	2.5	0	17
Cn1c(O)c(/C=N/c2ccccn2)c(=O)n(C)c1=O	12	86	5	1	-1	0	0.7	-2	120
COC(=O)Nc1ccc(N=C(N)N[N+](=O)[O-])cc1	-2	100	-15	-3	1	-8	3.0	1	-2
Cc1ccc(-c2nc3ccccc3c(=O)n2-c2cccc(C)n2)cc1	10	90	13	-3	-4	-3	-0.3	-4	4
COC(=O)C1=C(c2ccc(F)cc2OCc2ccccc2)C[C@@H]2CC[C@H]1N2C(=O)N1CCOCC1	nt	92	-1	nt	-6	nt	-1.0	nt	6
Cc1ccc(S(=O)(=O)N(C)C/N=C(\N)N[N+](=O)[O-])cc1	11	89	-10	3	-2	0	1.8	-2	-8

Later entries.
SMILES	EBNA-1 inh	CR mimetic SO	ZTA DNA inh	core dimer inh	PP1 inh	TPT1 inhibitor	PP5 primary	CTSL1 counter	GASC-1 inh
O=C(Cc1ccccc1)N1CCN(Cc2cccc(Cl)c2)CC1	-10	102	0	2	-3	5	-0.4	-5	-15
COC(=O)C1=C(c2cc3ccccc3s2)C[C@@H]2CC[C@H]1N2C(=O)NCc1ccc(C(F)(F)F)cc1	-1	97	-2	12	7	-1	2.8	1	2
COc1cccc(C(=O)C2CCCN(Cc3ccon3)C2)c1 (stereo unspecified)	0	89	1	-1	-3	1	-0.6	1	6
O=C1NC(=O)N(CCC2=CCCCC2)C(=O)/C1=C/c1cccs1	3	100	-7	5	-3	14	1.9	1	0
O=C(Cn1ncc2ccsc2c1=O)N1CCC2(CC1)OCCO2	14	119	5	2	-3	-1	-0.1	-2	7
O=C(CCN1C(=O)COc2ccccc21)N1CCC2(CC1)OCCO2	-4	96	3	-2	-1	-1	2.4	-3	-3
Clc1ccc(CCNCc2ccncc2)c(Cl)c1	-7	100	-5	2	3	3	3.5	0	5
Cc1ccccc1NC(=O)COC(=O)c1cc(C)n(C2CC2)c1C	nt	101	-4	nt	-3	nt	-0.1	nt	nt
CC(C)CC12CN3CCN(CC(C3)/C1=N/O)C2	-7	98	-12	-4	-4	-2	0.5	-1	-14
CCN1CC2C3CCC(C)(O3)C2C1 (stereo unspecified)	-1	96	0	-13	0	-4	0.9	4	-5

Reformatted comma-delimited: entries from further up
molecule,EBNA-1 inh,CR mimetic SO,ZTA DNA inh,core dimer inh,PP1 inh,TPT1 inhibitor,PP5 primary,CTSL1 counter,GASC-1 inh
Cc1ccc(CNC2=NCCS2)cc1,-18,111,-10,-6,-7,1,2.5,0,17
Cn1c(O)c(/C=N/c2ccccn2)c(=O)n(C)c1=O,12,86,5,1,-1,0,0.7,-2,120
COC(=O)Nc1ccc(N=C(N)N[N+](=O)[O-])cc1,-2,100,-15,-3,1,-8,3.0,1,-2
Cc1ccc(-c2nc3ccccc3c(=O)n2-c2cccc(C)n2)cc1,10,90,13,-3,-4,-3,-0.3,-4,4
COC(=O)C1=C(c2ccc(F)cc2OCc2ccccc2)C[C@@H]2CC[C@H]1N2C(=O)N1CCOCC1,nt,92,-1,nt,-6,nt,-1.0,nt,6
Cc1ccc(S(=O)(=O)N(C)C/N=C(\N)N[N+](=O)[O-])cc1,11,89,-10,3,-2,0,1.8,-2,-8
O=C(Cc1ccccc1)N1CCN(Cc2cccc(Cl)c2)CC1,-10,102,0,2,-3,5,-0.4,-5,-15
COC(=O)C1=C(c2cc3ccccc3s2)C[C@@H]2CC[C@H]1N2C(=O)NCc1ccc(C(F)(F)F)cc1,-1,97,-2,12,7,-1,2.8,1,2
COc1cccc(C(=O)C2CCCN(Cc3ccon3)C2)c1 (stereo unspecified),0,89,1,-1,-3,1,-0.6,1,6
O=C1NC(=O)N(CCC2=CCCCC2)C(=O)/C1=C/c1cccs1,3,100,-7,5,-3,14,1.9,1,0
O=C(Cn1ncc2ccsc2c1=O)N1CCC2(CC1)OCCO2,14,119,5,2,-3,-1,-0.1,-2,7
O=C(CCN1C(=O)COc2ccccc21)N1CCC2(CC1)OCCO2,-4,96,3,-2,-1,-1,2.4,-3,-3
Clc1ccc(CCNCc2ccncc2)c(Cl)c1,-7,100,-5,2,3,3,3.5,0,5

Screening data as filed in PubChem BioAssay.

An excerpt (hit frequency here may not be typical).
